# Compound activity (PubChem)
# KCNQ1 pot – potentiates or activates the human KCNQ1 potassium channel. P51787. CHO-K1 KCNQ1, thallium flux FluxOR fluorescence; stronger effect = higher value. B-score at 10 µM. hit rate 0.35% among 310,000;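 active = fluorescence ratio B-score, a plate-corrected score, at least three library SD, with initial intensity B-score within 5 SD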
#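 Test system: CHO-K1 cells stably expressing KCNQ1 / Medium: assay buffer / Also added: depolarizing K+/Tl+ stimulus, K2SO4 and Tl2SO4 each 12.5 mM in 5x stock / Incubation: 90 min dye loading and 20 min compound exposure, both at room temperature / Signal: thallium influx via FluxOR fluorescence, kinetic imaging / Evaluation: B score of baseline-normalized fluorescence ratio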
# KCNK3 block – human KCNK3 channel inhibition, primary screen | O14649 | CHO-KCNK3 thallium flux, FluxOR fluorescence; stronger effect = lower value | B-score at 10 µM | hit rate 0.84% among 340,000;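 active = B-score under library mean minus 4 SD, starting fluorescence ratio at most library mean plus 5 SD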;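 also: more negative B-score means stronger inhibition of thallium flux through KCNK3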
# Target sequence (O14649 whole entry, looked up): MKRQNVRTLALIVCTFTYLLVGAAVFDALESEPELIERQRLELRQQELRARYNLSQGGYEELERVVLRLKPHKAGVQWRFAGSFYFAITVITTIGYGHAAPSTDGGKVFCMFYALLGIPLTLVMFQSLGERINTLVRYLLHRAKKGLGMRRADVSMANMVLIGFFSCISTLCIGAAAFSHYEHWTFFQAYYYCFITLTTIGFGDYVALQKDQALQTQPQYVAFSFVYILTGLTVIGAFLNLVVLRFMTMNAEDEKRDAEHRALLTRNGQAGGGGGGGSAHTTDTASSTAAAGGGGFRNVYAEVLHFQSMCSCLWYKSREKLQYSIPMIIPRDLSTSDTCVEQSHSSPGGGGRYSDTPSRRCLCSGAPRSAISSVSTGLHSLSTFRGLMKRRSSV
# MrgX1 agonist – agonists of human MrgX1 receptor; Q96LB2; MrgX1-HEK293 cells, Fluo-4 calcium fluorescence, agonist mode; stronger effect = higher value; B-score at 10 µM; hit rate 0.44% among 310,000; AID 588627;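 active = calcium response B-score plate-corrected fluorescence ratio at least 3 library SD, with starting fluorescence B-score inside 5 SD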
# Target sequence (Q96LB2 whole entry, looked up): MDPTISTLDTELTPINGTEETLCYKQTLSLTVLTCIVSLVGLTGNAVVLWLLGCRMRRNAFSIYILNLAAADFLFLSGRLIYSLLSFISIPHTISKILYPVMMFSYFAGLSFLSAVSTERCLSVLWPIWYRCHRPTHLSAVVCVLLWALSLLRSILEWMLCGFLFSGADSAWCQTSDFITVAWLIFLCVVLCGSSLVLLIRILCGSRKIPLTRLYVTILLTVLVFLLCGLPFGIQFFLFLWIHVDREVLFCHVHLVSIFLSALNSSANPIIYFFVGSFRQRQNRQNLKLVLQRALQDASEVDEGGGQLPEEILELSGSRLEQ
#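 Material: MrgX1-expressing HEK293 cells; input: 15,000 cells per well; doses: test compound given as first of three sequential additions; schedule: overnight plating before 1 h dye loading; technique: Fluo-4 NW calcium-flux fluorescence, kinetic read; evaluation: baseline-normalised fluorescence change ratio, B-scored; control set: plate-wise positive and negative controls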
# hERG rescue – hERG (human) protection from proarrhythmic block; activation (rescue from dofetilide block), less the hit threshold, % at 10 µM; hit rate 0.51% among 310,000; CHO-hERG, FluxOR thallium flux, dofetilide IC70 present;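 active = activation above the mean of controls blocked by dofetilide plus 5 SD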;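 also: thallium influx through hERG after potassium depolarization seen as dye fluorescence rise; in these data hits start at about 4.7%; inactives centre near -7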
# RGS4 inh – inhibitors of human RGS4; P49798; HEK293 M3R/RGS4 inducible, Fluo-4 calcium flux; stronger effect = higher value; triggered by carbachol at its EC20; B-score at 10 µM; hit rate 0.45% among 310,000; AID 463165;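 active = B-score, a plate-corrected calcium signal, over three deviations above library mean, with baseline fluorescence within five deviations of library mean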;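 also: RGS4 expression induced by doxycycline in cells with stable M3 receptor; B-score is computed from the integrated fluorescence ratio over baseline after carbachol; higher B-score means a larger calcium signal and so more RGS4 inhibition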
# KCNQ1 inh – inhibitors of human KCNQ1 potassium channel. P51787. CHO-K1 KCNQ1, FluxOR thallium flux fluorescence; stronger effect = higher value. B-score at 10 µM. hit rate 1.3% among 310,000. AID 2642;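 active = compounds whose thallium flux B-score, printed positive for inhibition, exceeds three library SD while starting fluorescence stays within three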;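 also: channel opened by potassium depolarization with thallium stimulus after 20 min compound exposure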
# ANO1 block – mouse TMEM16A channel inhibition, primary screen; normalized B-score (activity score, 25-100; higher = stronger inhibition) at 10 µM; HEK293 TMEM16A/YFP iodide influx fluorescence, ionomycin; AID 588511; Q8BHY3; hit rate 1.2% among 310,000;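 active = ratio plate-corrected score three or more library SD toward inhibition, starting fluorescence score within five deviations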;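 also: score derived from kinetic fluorescence span divided by baseline fluorescence per well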
# MrgX1 allo act – allosterically activates human MrgX1 receptor signaling; Q96LB2; hit rate 0.63% among 310,000; AID 588675; B-score at 10 µM; MrgX1-HEK293, Fluo-4 calcium flux, FDSS; stronger effect = higher value;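 active = plate-corrected calcium response at least 3 library SD above typical, normal starting fluorescence, not activating the receptor alone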;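 also: compound read alongside a low EC10 to EC30 dose of BAM8-22 agonist; peak minus trough fluorescence over baseline measured at the second addition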
# KCNK9 inh – blocks the human KCNK9 two-pore domain potassium channel. Q9NPC2. HEK293 KCNK9, FluxOR thallium flux fluorescence; stronger effect = lower value. B-score at 10 µM. hit rate 1.2% among 310,000. AID 488922;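 active = ratio B-score over 3 SD below the library mean, with starting fluorescence within 5 SD of its mean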;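 also: negative B-score means less thallium flux so channel inhibition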
# Target sequence (Q9NPC2 whole entry, looked up, the tested form may be a part): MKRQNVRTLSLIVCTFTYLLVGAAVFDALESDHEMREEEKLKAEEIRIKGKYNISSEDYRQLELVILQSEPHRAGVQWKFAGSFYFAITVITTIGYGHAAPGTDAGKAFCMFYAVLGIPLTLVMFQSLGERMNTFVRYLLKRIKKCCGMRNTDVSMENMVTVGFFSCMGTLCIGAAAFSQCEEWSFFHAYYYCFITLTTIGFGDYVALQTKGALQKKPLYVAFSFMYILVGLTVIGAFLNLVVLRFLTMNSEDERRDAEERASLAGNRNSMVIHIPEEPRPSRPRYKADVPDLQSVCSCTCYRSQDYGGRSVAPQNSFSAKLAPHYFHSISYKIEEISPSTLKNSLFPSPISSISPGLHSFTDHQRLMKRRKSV
# RGS4 act – RGS4 potentiation or activation. HEK293 M3R/inducible RGS4, carbachol calcium flux Fluo4; stronger effect = lower value. B-score at 10 µM. hit rate 0.92% among 310,000;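 active = B-score of the integrated calcium signal more than 4 SD below the library mean, with starting fluorescence not abnormally high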;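 also: negative B-score means reduced calcium response which marks RGS4 activation or potentiation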
#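 Reagent: ECmax carbachol challenge; Test system: M3R-expressing HEK293 line, RGS4 induced by doxycycline; Schedule: overnight RGS4 induction, 30 min dye load 37 °C, 20 min compound RT; Detection: calcium dye Fluo4 fluorescence; Read-out: Agonist-evoked peak-minus-minimum fluorescence over baseline, integrated ratio, B score.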
# ANO1 activ – mouse TMEM16A channel activation, primary screen | Q8BHY3 | hit rate 0.3% among 340,000 | HEK293 TMEM16A/YFP-H148Q/I152L, iodide quench fluorescence; stronger effect = lower value | B-score at 10 µM;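 active = fluorescence-ratio B-score plate-corrected deviation score at least 3 library SD below zero, with starting fluorescence score within 5 deviations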;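 also: channel opened by trigger with iodide after compound preincubation; score built on the fluorescence ratio of max minus min over baseline; more negative score means more quench and so TMEM16A activation or potentiation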
# Numbers without * were called inactive; i = inactive; nt = not tested or not shown.
smiles	KCNQ1 pot	KCNK3 block	MrgX1 agonist	hERG rescue	RGS4 inh	KCNQ1 inh	ANO1 block	MrgX1 allo act	KCNK9 inh	RGS4 act	ANO1 activ
C#CCOCCOCCOCCNc1nc(N2CCN(C(=O)[C@H](C)n3cc(CCCN=C(N)N)nn3)CC2)nc(N2CCN(C(=O)[C@H](C)n3cc(CCCN=C(N)N)nn3)CC2)n1	i	i	i	1	i	i	i	8.4*	i	i	i
CN1CCN(C(=O)c2ccc(-c3nn(C)c(=O)c4ccccc34)cc2)CC1	i	i	i	-8	i	i	i	i	i	i	i
O=C(c1ccco1)N1CCN(c2cc(=O)n(C3CCCCC3)c(=O)[nH]2)CC1	i	i	i	1	i	i	i	i	i	i	i
COc1cc(SC)ccc1C(=O)Nc1nc2ccccc2[nH]1	i	i	i	-5	i	i	i	i	i	i	i
N#Cc1ccccc1CSc1ccc(-c2nc3ccccc3[nH]2)cn1	i	i	i	-2	i	i	i	i	i	i	i
CSC(=S)N/N=C/c1c[nH]c2ccccc12	i	i	i	-9	i	i	i	i	i	i	i
CCN(CC)c1ccc(/C=N/n2c(-c3ccccc3Br)n[nH]c2=S)cc1	i	i	i	0	i	i	i	i	i	i	i
O=C(NCC1CC1)Nc1ccccc1	i	i	i	-3	i	i	i	i	i	i	i
O=C(c1cccc(S(=O)(=O)N2CCCCC2)c1)N1CCCCC1	i	i	i	-12	i	i	i	i	i	i	i
O=C(NC(=S)Nc1ccc2nc[nH]c2c1)c1ccccc1	i	i	i	-4	i	i	i	i	i	i	i
O=C1ON=C(c2ccccc2)/C1=C/c1ccc(-c2ccccc2[N+](=O)[O-])o1	nt	i	i	nt	nt	nt	25*	i	nt	nt	-6.2*
CC1(C(=O)NNC(=S)NCC2CCCO2)CC1(Cl)Cl (configuration not stated)	i	i	i	-7	i	i	i	i	i	i	i
Cc1cccc(N=Nc2c(C)[nH]n(-c3ccccc3)c2=O)c1	i	i	i	-10	i	i	i	i	i	i	i
COc1cccc(C(=O)NCC(c2ccc3c(c2)OCO3)N2CCN(c3ccc(F)cc3)CC2)c1 (configuration not stated)	i	i	i	-9	i	i	i	i	i	i	i
Cc1noc(C)c1CSCC(=O)Nc1ccc(S(=O)(=O)C(F)F)cc1	i	i	i	-11	i	i	i	i	i	i	i
O=S1(=O)CCO[C@H]2Cc3ccccc3[C@H]2N1Cc1ccccc1	i	i	i	-7	i	i	i	i	i	i	i
COc1cccc(NC(=O)C2CC(=O)N(C)C(=Nc3cccc(F)c3)S2)c1 (configuration not stated)	i	i	i	-10	i	i	i	i	i	i	i
CN=C1S/C(=C\c2cccn2-c2cccc(Br)c2)C(=O)N1C	i	nt	i	-2	i	i	i	i	i	i	nt
O=C(Nc1ccccc1C(=O)NCc1ccccc1)C1=CSCCO1	i	i	i	-7	i	i	i	i	i	i	i
CCN(CC)C(=O)c1sc2nc(N3CCOCC3)c3c(c2c1N)CCCC3	i	i	i	-13	i	i	i	i	i	i	i
CCOC(=O)c1sc(NN=C(C(=O)OC)C(=O)OC)c(C(=O)OCC)c1C	8*	i	i	9.0*	i	i	i	i	i	i	i
CCOC(=O)c1ccc(NCn2c(=O)oc3ccccc32)cc1	i	i	i	-10	i	i	i	i	i	i	i
O=C(Nc1ccc(Cl)cc1Cl)c1ccc(-c2ccccc2)cc1	i	i	i	-4	i	i	i	i	i	i	i
Cc1cc(Cl)ccc1C(=O)C1CCCN(C(=O)c2cncs2)C1 (configuration not stated)	i	i	i	-4	i	i	i	i	i	i	i
Cc1nn(-c2ccccc2)c(C)c1/C=N/NC(=O)CSc1nc2ccccc2c(=O)n1-c1ccccc1	i	i	i	-7	i	i	i	i	i	i	i
Cn1c(SCc2ccccc2F)nc2cccnc21	i	i	i	-9	i	i	i	i	i	i	i
Cc1ccc(NS(=O)(=O)c2ccc3[nH]c(=O)c(=O)[nH]c3c2)cc1Cl	i	i	i	-4	i	i	i	i	i	i	i
C=CCn1c(C)cc(C(=O)COc2ccc(S(=O)(=O)N3CCCC3)cc2[N+](=O)[O-])c1C	i	i	i	-13	i	i	i	i	i	i	i
COc1cc(/C=N/Nc2ccc([N+](=O)[O-])cc2S(=O)(=O)N2CCOCC2)cc(OC)c1OC	i	i	i	-13	i	i	i	i	i	i	i
Cc1ccc(NC(=O)CSc2ncn[nH]2)cc1S(=O)(=O)N1CCOCC1	i	i	i	-7	i	i	i	i	i	i	i
Cc1ccc(-c2nnc(CCC(=O)N(C)Cc3nccs3)o2)s1	i	i	i	1	i	i	i	i	i	i	i
COc1ccccc1NC(=O)c1cc2c(s1)-c1ccccc1S(=O)(=O)C2	i	i	i	-8	i	i	i	i	i	i	i
COCc1[nH]nc2c1C(c1ccnc3ccccc13)C(C#N)=C(N)O2 (configuration not stated)	i	i	i	0	i	i	i	i	i	i	i
Nc1cc(=O)[nH]c(=S)n1-c1cccc(C(F)(F)F)c1	i	i	i	-10	i	i	i	i	i	i	i
Cc1cccc(-c2ocnc2C(=O)Nc2ccccc2NC(=O)c2ccccn2)c1	i	-9.7*	i	-9	i	i	i	i	-11*	i	i
COc1ccc(N(C(=O)Cc2cccs2)C(C(=O)NC2CCCCC2)c2cccn2C)cc1 (configuration not stated)	i	i	i	-8	i	i	i	i	i	i	i
CCOC(=O)C1CCN(C(=O)COc2ccc(N(C)S(=O)(=O)c3ccc(C)cc3)cc2)CC1	i	i	i	-12	i	i	i	i	i	i	i
O=C1c2ccccc2C(=O)N1n1c(=O)[nH]c2ccccc2c1=O	i	i	i	-8	i	i	i	i	i	i	i
O=C(CN1CCN(S(=O)(=O)c2ccc(Cl)cc2)CC1)Nc1ccc(F)cc1F	i	i	i	-6	i	i	i	i	i	i	i
CC(C)c1nc2sc3c(=O)[nH]c(=S)[nH]c3c2c2c1CCC2	21*	nt	nt	-3	i	i	nt	nt	i	i	nt
Cc1ccc(CNC(=O)C2CCCN2C(=O)Nc2ccccc2)cc1 (configuration not stated)	i	i	i	0	i	i	i	i	i	i	i
O=C(CSc1nnc(NC(=O)c2ccccc2[N+](=O)[O-])s1)NC1CCCC1	i	i	i	-7	i	i	i	i	i	i	i
CCC1=Nc2cc(C(=O)NCCCOC)ccc2Sc2ccccc21	i	i	i	-8	i	i	i	i	i	i	i
C=CCn1c(CCNC(=O)c2cccs2)nnc1SCC(=O)c1cccc([N+](=O)[O-])c1	i	i	i	-9	i	i	i	i	i	i	i
C#Cc1ccc([C@@H]2C=C(C(=O)N3CCOCC3)O[C@H](OCc3ccc(CO)cc3)C2)cc1	i	i	i	-10	i	i	i	i	i	i	i
NC(=O)COC(=O)C12CC3CC(CC(O)(C3)C1)C2	i	i	i	-9	i	i	i	i	i	i	i
O=C(CCNS(=O)(=O)c1cccc2nsnc12)NCc1ccc(F)cc1	i	i	i	-8	i	i	i	i	i	i	i
O=C(NC1CCCCC1)C1CCCN(S(=O)(=O)c2ccc(F)cc2)C1 (configuration not stated)	i	i	i	-5	i	i	i	i	i	i	i
Clc1nccnc1N/N=C/c1ccc(Br)cc1	i	i	i	-1	i	i	i	i	i	i	i
Cc1cc(CN2C(=O)c3ccccc3C2=O)on1	i	i	i	-5	i	i	i	i	i	i	i
COc1cc(NC(=O)C2CC(=O)NC3=C2C(=O)CCC3)cc(OC)c1 (configuration not stated)	i	i	i	-10	i	i	i	i	i	i	i
CCn1nc(C(=O)OCC(=O)N2c3ccccc3CC2C)c2ccccc2c1=O (configuration not stated)	i	i	i	-17	i	i	i	i	i	i	i
O=C(CC(=O)Nc1ccccc1)Nc1ccccc1	i	i	i	-6	i	i	i	i	i	i	i
CCCC(=O)Nc1nnc(S(=O)(=O)N(C)Cc2ccco2)s1	i	i	i	-9	i	i	i	i	i	i	i
Cc1onc(-c2c(F)cccc2Cl)c1C(=O)NCc1ccccn1	i	i	i	-10	i	i	i	i	i	i	i
CCCCNC(=O)OCC(CC)NC(=O)OCC(C)C (configuration not stated)	i	i	i	0	i	i	i	i	i	i	i

# Next section.
smiles	KCNQ1 pot	KCNK3 block	MrgX1 agonist	hERG rescue	RGS4 inh	KCNQ1 inh	ANO1 block	MrgX1 allo act	KCNK9 inh	RGS4 act	ANO1 activ
COc1cc2c(cc1OC)C(COc1ccccc1OC)N(C(C)=O)CC2 (configuration not stated)	i	i	i	-7	i	i	i	i	i	i	i
CCC/C(O)=C1\C(=O)CC(C)(C)CC1=Nc1ccc(OC)cc1OC	i	i	i	-12	i	i	i	i	i	i	i
Cc1ccc(/C=C(\NC(=O)c2ccccc2)C(=O)NCCN2CCOCC2)o1	i	i	i	1	i	i	i	i	i	i	i
Cc1ccc(/C=C2/NC(=O)N(Cc3ccccc3F)C2=O)s1	i	i	i	-5	i	i	i	i	i	i	i
CC(=O)Nc1ccc(Cc2nc3ccccc3[nH]2)cc1	i	i	i	-5	i	i	i	i	i	i	i
Cc1ncc(CO)c(/C=N/Nc2ccc(C(F)(F)F)cn2)c1O	i	i	i	-6	i	i	i	i	i	i	i
CC1=NN(C(=O)COc2cc(C)ccc2C(C)C)C(O)(c2ccccc2)C1 (configuration not stated)	i	-9.8*	i	-11	i	i	i	8*	-15*	i	i
Cc1ccc2nc3c(c(Nc4ccc5c(c4)OCCO5)c2c1)CCC3	i	i	i	-24	i	i	i	i	i	i	i
COc1cccc(C2CC(=O)NC3=C2C(=O)CCC3)c1 (configuration not stated)	i	i	i	-9	i	i	i	i	i	i	i
N#CC1=C(N)C2=CCCC[C@H]2[C@H](c2ccc(Br)cc2)C1(C#N)C#N	nt	i	i	nt	nt	nt	i	i	nt	nt	i
COc1cccc(/C=N/NC(=O)c2ccc([N+](=O)[O-])cc2Cl)c1O	i	i	i	-8	i	i	i	i	i	i	i
O=C(NNC(=O)C1CC(c2cccs2)=NO1)NC1CCCCC1 (configuration not stated)	i	i	i	-9	i	i	i	i	i	i	i
COc1ccc(Nc2c3c(c(C#N)c4nc5ccccc5n24)CCC3)cc1	i	i	i	-7	i	i	i	i	i	i	i
